ER stress rescue: rescue of cells from ER stress-induced death, primary screen, 384-well, CSM14.1, thapsigargin, ATP luminescence (AID 1222); CSM14.1 thapsigargin-induced death rescue, ATP luminescence; higher % means a stronger effect; cellular ATP content (survival), % at 20 µM, or EC50 in µM where a hit was titrated; 190,000 tested, under 10 active;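 active means EC50 below 50 µM in the dose-response confirmation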;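 further: death triggered by thapsigargin at about 15 µM added after 2 h compound pretreatment; cell ATP read after overnight thapsigargin exposure of roughly 18 to 22 hours; normalized against plate controls of thapsigargin alone and 5% DMSO vehicle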
TNAP activation fold: human TNAP enzyme activators, primary screen, biochemical, luminescent, no phosphate acceptor, uHTS (AID 1001). one-dose activation fold at 20 µM; EC50 in µM for titrated hits. 0.03% of 200,000 active. purified TNAP, luminescent activation assay, no phosphate acceptor; higher activation fold means a stronger effect; in the data active means activation fold from about 3, or a potency from the dose series; inactive means the rest, 99 in 100 with activation fold below about 1.6; further: many of its hits are not listed in these tables
Myeloid diff 2: myeloid differentiation induction; calls only at 10 µM; ER-HoxA9 myeloid progenitors, lysozyme-GFP differentiation, flow cytometry; 1% of 360,000 active;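 active means normalized GFP-positive differentiation at or above the plate's own cutoff, the solvent-only control mean plus 3 SD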;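 further: cells exposed to compound for four days before flow analysis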
Hep lipid drop: hepatic lipid droplet formation modulation | AML12 mouse hepatocytes, oleate lipid droplets, BODIPY imaging | 0.4% of 240,000 active | inhibition, % at 6.5 µM;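 active means lipid droplet intensity inhibited by at least 50%, with more than 500 cells counted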
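Assay system: AML12 mouse liver cells | Compound dosing: One dose, 6.5 µM compound | Read-out basis: Droplet intensity reduction, % inhibition | Measured by: Fluorescence imaging, 20x objective, two fields per well | Schedule: Overnight treatment with compound plus oleate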
K1F lysis inhibition: inhibition of K1F phage lysis, E. coli UTI89, bacterial capsule biogenesis inhibitors, alamar blue (AID 488966) | one-dose inhibition, % at 100 µM; IC50 in µM for titrated hits | 0.02% of 340,000 active | E. coli UTI89 K1F phage lysis, alamar blue, 2 h; higher % means a stronger effect;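 active means phage lysis inhibition, versus mean bacterial control, above a set limit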;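 further: capsule biogenesis inhibitors block K1F phage lysis so surviving cells raise fluorescence; higher fluorescence means more inhibition of phage lysis; actives were called in the ten point dose series up to 300 µM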
PMI inhibition: MPI inhibition at elevated mannose 6-phosphate – biochemical, fluorescence intensity, high mannose 6-phosphate, primary screen (AID 1220). recombinant PMI enzyme, coupled fluorescence intensity; higher % means a stronger effect. inhibition, % at 20 µM; hits with a dose series show IC50 in µM. 0.66% of 190,000 active
WT yeast gro inh: growth inhibition of WT yeast, mitochondrial fusion screen | inhibition, % at 10 µM | mitochondrial fusion phenotypic screen, WT strain | 2.1% of 190,000 active; in the data active means inhibition above about 58%; tested in S. cerevisiae
PMI inhibitors: MPI enzyme activity inhibition – biochemical, fluorescence intensity, coupled assay, primary screen (AID 1209); purified PMI enzyme, coupled fluorescence intensity; higher % means a stronger effect; inhibition, % at 20 µM; hits with a dose series show IC50 in µM; 0.42% of 190,000 active;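 further: plate controls were DMSO vehicle for no effect and wells lacking substrate for full effect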
P. falciparum M1AAP: malaria alanyl aminopeptidase activity blockers – biochemical, fluorogenic H-Leu-NHMec substrate, 1536-well (AID 1445). recombinant M1AAP, H-Leu-NHMec fluorogenic kinetic assay; higher % means a stronger effect. inhibition, % at 30 µM; hits with a dose series show IC50 in µM. 0.42% of 220,000 active;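 active means primary inhibition above the hit cutoff, then over 50% inhibition at one or more dose response concentrations, cut at about 23% in these data, passing the limit was not always enough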;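 further: plate controls were DMSO full reaction for no effect and no enzyme background for full effect; strong numbers were not always called active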
WT yeast gro inh mutant strain: second read-out of WT yeast gro inh, no call of its own (marks repeat the call); inhibition, %; mitochondrial fusion phenotypic screen, mutant strain inhibition
Hep lipid drop cells 6.5 µM: also measured in Hep lipid drop; calls as there; cell count; measured here: cell count, cytotoxicity flag;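 cells counted across two imaged fields per well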
Myeloid diff 2 GFP+ MAC1+ %: further read-out of Myeloid diff 2, marked with its call; GFP+ MAC1+ double positive, %; measured here: differentiation confirmed by MAC1 staining
The depositor's hits bear a star; i = inactive; x = not tested or not shown; [ ] = dose if it differs, or a comment. Unless noted, no stated cut-off is given here; in the data, active means inhibition above about 50%; inactive means the rest.

Structure	ER stress rescue	Hep lipid drop	Hep lipid drop cells 6.5 µM	WT yeast gro inh mutant strain	PMI inhibition	P. falciparum M1AAP	PMI inhibitors	Myeloid diff 2 GFP+ MAC1+ %	WT yeast gro inh	K1F lysis inhibition	Myeloid diff 2	TNAP activation fold
O=C(c1ccc(-n2cnnn2)cc1)N1CCCCC1	2.3%	3	684	0	-10%	0%	-9%	0.4	-13	0.9%	i	1.1
Cc1ccc(S(=O)(=O)N/N=C\c2cccnc2)cc1	1.4%	x	x	11	-6%	4%	-10%	6.9	5	-0.3%	i	1.1
CC(=O)c1sc(-c2c(C)nc3sccn23)nc1C1CCCC1	-1.2%	x	x	x	0%	x	6%	x	x	x	x	1.2
CC1(C)C2CCC1(C)C(NC(=O)CCN1CCCCC1)C2 (stereo unspecified)	1.3%	x	x	19	-10%	1%	-5%	1.8	-3	8.0%	i	1.1
O=C(/C=C/c1cn(-c2ccccc2)nc1-c1cccs1)NCCN1CCOCC1	x	13	705	x	x	-1%	x	0.3	x	0.3%[50 µM]	i	x
CCOc1ccc(OCCOCCn2ccnc2)cc1	-0.9%	-4	758	x	-7%	1%	-3%	2.2	x	-2.8%	i	1.1
COc1cccc(NC(=O)C(Cc2ccccc2)n2cccc2)c1 (stereo unspecified)	x	18	686	x	x	3%	x	0.2	x	0.3%	i	x
O=C(Nc1ccc2c(c1)OCCO2)c1ccccc1F	-3.7%	x	x	7	-2%	3%	0%	0.4	2	0.3%	i	1.1
O=C1CSC(=O)N1CCOCCN1C(=O)CSC1=O	0.3%	x	x	16	9%	5%	-4%	1.1	8	0.0%	i	1.1
CCc1cccc(NC(=O)Cn2cc3c(n2)CCCC3)c1	-2.3%	-19	749	7	-6%	8%	5%	1.6	14	7.0%	i	1
O=C(c1ccc(NC(=O)C2(c3ccccc3)CCOCC2)cc1)N1CCOCC1	-3.0%	10	735	-7	3%	2%	9%	1.0	11	1.7%	i	1.1
Cc1ccccc1OCCn1cnc2cc([N+](=O)[O-])ccc2c1=O	2.5%	-9	701	7	-2%	3%	-21%	1.2	-7	0.6%	i	1
CSCCC(NC(N)=O)C(=O)N(C)CC(=O)Nc1ccc(C)cc1 (stereo unspecified)	3.3%	x	x	x	-2%	9%	-4%	1.0	x	0.1%	i	1.1
CCOc1ccc(N2C(=O)CC(SCC(=O)O)C2=O)cc1 (stereo unspecified)	-0.2%	6	687	9	-4%	3%	2%	0.5	-12	0.2%	i	1
CC(=O)Sc1nc(-c2ccccc2)[nH]c1S(=O)(=O)c1ccc(C)cc1	-1.7%	0	663	9	-122%	13%	-44%	x	1	x	x	1.1

Pulled by structure from the list above:
Structure	ER stress rescue	Hep lipid drop	Hep lipid drop cells 6.5 µM	WT yeast gro inh mutant strain	PMI inhibition	P. falciparum M1AAP	PMI inhibitors	Myeloid diff 2 GFP+ MAC1+ %	WT yeast gro inh	K1F lysis inhibition	Myeloid diff 2	TNAP activation fold
CCOc1ccc(OCCOCCn2ccnc2)cc1	-0.9%	-4	758	x	-7%	1%	-3%	2.2	x	-2.8%	i	1.1
CCc1cccc(NC(=O)Cn2cc3c(n2)CCCC3)c1	-2.3%	-19	749	7	-6%	8%	5%	1.6	14	7.0%	i	1

Back to the main list, repeating the 3 entries before the break.
Structure	ER stress rescue	Hep lipid drop	Hep lipid drop cells 6.5 µM	WT yeast gro inh mutant strain	PMI inhibition	P. falciparum M1AAP	PMI inhibitors	Myeloid diff 2 GFP+ MAC1+ %	WT yeast gro inh	K1F lysis inhibition	Myeloid diff 2	TNAP activation fold
CSCCC(NC(N)=O)C(=O)N(C)CC(=O)Nc1ccc(C)cc1 (stereo unspecified)	3.3%	x	x	x	-2%	9%	-4%	1.0	x	0.1%	i	1.1
CCOc1ccc(N2C(=O)CC(SCC(=O)O)C2=O)cc1 (stereo unspecified)	-0.2%	6	687	9	-4%	3%	2%	0.5	-12	0.2%	i	1
CC(=O)Sc1nc(-c2ccccc2)[nH]c1S(=O)(=O)c1ccc(C)cc1	-1.7%	0	663	9	-122%	13%	-44%	x	1	x	x	1.1
O=C1c2oc3ccc(Cl)cc3c(=O)c2C(c2ccco2)N1CCN1CCOCC1 (stereo unspecified)	-1.5%	-10	730	-3	-63%	15%	-52%	2.0	5	-1.9%	i	1.1
O=C1CCc2cc(S(=O)(=O)N3CCN(c4ccccc4F)CC3)ccc2N1	0.8%	-12	764	24	4%	12%	6%	4.2	17	0.1%	i	1
CCN(CC)C(=O)c1ccccc1NS(C)(=O)=O	2.8%	0	746	-9	7%	-8%	8%	0.8	-12	-0.9%	i	1
COc1ccc(S(=O)(=O)Nc2c(C)n(C)n(-c3ccccc3)c2=O)cc1	4.9%	0	777	22	7%	3%	15%	3.7	11	-1.1%	i	1.1
CC(C)N1C[C@@]23C=C[C@@H](O2)C(C(=O)OCc2ccccc2)[C@H]3C1=O (stereo partly specified)	-0.7%	x	x	-14	5%	-2%	5%	0.7	2	1.5%	i	1.1
CCOc1ccc(NC(=S)NC(=O)c2c(Cl)c(C)nn2C)c([N+](=O)[O-])c1	-2.5%	-32	611	0	13%	4%	13%	0.5	9	0.4%	i	1
Cc1cccc(N(CC(=O)NCC2CCCO2)C(=O)CCC(=O)Nc2cc(C)on2)c1 (stereo unspecified)	1.1%	3	796	1	2%	2%	8%	0.7	-4	2.5%	i	1.1
Cc1occc1C(=O)N1CCN(c2ncccn2)CC1	-0.3%	10	608	2	-2%	8%	0%	1.8	4	0.1%	i	1.1
CCc1nnc(SCC(=O)Nc2ccc(N3CCOCC3)cc2)o1	-2.8%	-15	783	-11	1%	-1%	9%	0.5	0	1.3%	i	1.1
C/C(=N/NC(=O)c1ccc(C)s1)c1cccc(NC(=O)COc2ccc(Cl)cc2Cl)c1	-1.7%	-1	767	15	-2%	1%	-2%	0.7	19	0.6%	i	0.9
CCOC(=O)Cc1nnc(NC(=O)CSc2nnc3c(n2)[nH]c2ccccc23)s1	-0.3%	0	753	9	-5%	20%	-6%	0.7	0	0.4%	i	1.1
COc1cc(CNCCc2ccccc2)cc(Br)c1OCC(=O)Nc1ccccc1C	1.9%	-2	715	71	5%	-2%	0%	0.4	68	-3.5%	i	1.1
O=C(CC1SC(=Nc2ccc(OC(F)F)cc2)N(CCC2=CCCCC2)C1=O)Nc1ccccc1F (stereo unspecified)	-1.9%	-14	653	-6	6%	5%	4%	0.6	15	0.8%	i	1
O=C(CSC(=S)N1CCOCC1)N1N=CCC1c1ccccc1 (stereo unspecified)	-1.9%	3	787	9	-1%	3%	-3%	2.8	6	0.1%	i	1.1
CCN(CC)S(=O)(=O)c1ccc(NC2c3ccccc3C(=O)N2c2ccc(C)cn2)cc1 (stereo unspecified)	-1.1%	x	x	0	5%	3%	-3%	3.0	11	1.2%	i	0.8
CN(/N=C/c1c[nH]c2ccccc12)c1cnn(-c2ccc(F)c(Cl)c2)c(=O)c1Cl	-1.4%	8	788	20	-2%	4%	-8%	1.7	8	0.5%	i	1
C=CCNC(=O)CC(=O)N/N=C/c1cccc(Br)c1	0.3%	x	x	5	6%	2%	5%	2.1	24	-1.6%	i	1
Cc1cc(=O)n2[nH]c(-c3ccco3)nc2n1	-1.2%	4	810	-2	-17%	6%	-15%	0.7	-1	0.1%	i	1.2
CCOc1ccc(NC(=O)c2cnccn2)cc1	-3.6%	-17	710	5	15%	7%	15%	0.7	-9	1.8%	i	1.1
CC(C)(Oc1ccc(Cl)cc1)C(=O)N/N=C/c1cn[nH]c1-c1ccccc1	-1.5%	-1	790	-2	7%	-1%	13%	0.9	-12	1.3%	i	1.1
COc1nc2ccccc2nc1OC	-1.8%	15	693	9	-3%	-1%	5%	2.6	-7	0.1%	i	1
CC[n+]1c(/C=C(/C)SC)sc2ccccc21	-0.1%	-15	608	11	-37%	10%	-13%	0.5	-6	-0.1%	i	1.2
C[N+](C)(C)CCOP(=O)([O-])OC[C@H](O)CO	-2.7%	x	x	0	6%	8%	7%	0.6	-10	0.3%	i	1.1
Cc1cccnc1NC(=O)Nc1ccc(F)cc1	-1.2%	x	x	-15	-2%	15%	-2%	1.0	-2	1.0%	i	1.2
CCCC(=O)Nc1sc(C(=O)Nc2cccc(N)c2)c(C)c1C(=O)OC	-1.9%	31	658	2	11%	x	11%	0.5	10	0.0%	i	1.1
CCOc1cc(CNCC2CCCN2CC)cc(Cl)c1OC (stereo unspecified)	0.3%	3	666	17	-13%	0%	-7%	0.3	13	0.0%	i	1.1
COc1ccc(NC(=O)c2oc3ccccc3c2NC(=O)C2CC2)cc1	-2.5%	x	x	-1	0%	6%	11%	6.9	1	0.8%	i	1.1
O=S(=O)(NCC(c1cccnc1)N1CCN(c2ccccc2)CC1)c1cccs1 (stereo unspecified)	-0.8%	-6	804	24	9%	10%	12%	0.4	20	-0.6%	i	1.1
N#Cc1c[nH]n2c(=O)cc(Cc3ccccc3)nc12	-0.1%	6	619	2	12%	1%	22%	4.9	2	-0.2%[50 µM]	i	1.1
Cc1[nH]n2c(=O)c3c(nc2c1-c1ccc(Cl)cc1)CCC3	-0.3%	13	759	-9	6%	7%	5%	1.1	6	-1.0%	i	1.1
Oc1ccccc1C1=NOC(O)(C(F)F)C1 (stereo unspecified)	-0.3%	x	x	-9	0%	8%	-3%	0.7	-3	0.1%	i	0.9

High-throughput results: PubChem, several laboratories
